IL1B NFkB pot = enhances IL-1B driven NFkB nuclear translocation; HUVEC IL-1B NFkB p65 nuclear translocation imaging; activation, % at 2 µM; 0.3% of 94,000 active;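 active = activation above 40%, about the mean plus 3 SD, also judged a hit on visual image review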;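 also: percent activation is computed from the nuclear over cytoplasmic p65 intensity ratio; values of inactives mirror those of a sister screen read the other way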
NFkB transloc inh = blocks IL-1B driven NFkB nuclear translocation in HUVEC cells | HUVEC IL-1B NFkB p65 nuclear translocation imaging | inhibition, % at 2 µM | 0.43% of 94,000 active | AID 796;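 active = inhibition above about 30% together with a positive call from visual inspection of the well image, limit read from the data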;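 also: nuclear over cytoplasmic p65 intensity ratio measured by imaging; 0% = IL-1B stimulated DMSO wells and 100% = unstimulated DMSO wells; values of inactives mirror those of a sister screen read the other way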
Bcl-B TR3 displacers = displacers of TR3 peptide from Bcl-B, primary screen, selectivity assay for Bfl-1 inhibitor project, biochemical, fluorescence polarization. FP displacement of FITC-TR3 peptide from Bcl-B; higher % means a stronger effect. displacement, % at 20 µM; hits with a dose series show IC50 in µM. 0.11% of 96,000 active. AID 748;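 active = displacement above 50% at 20 µM plus a fluorescence interference ratio under 1.5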;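 also: plate controls were wells without compound for no effect and wells lacking Bcl-B protein for full effect; a part of the inactive calls stands beside numbers as strong as those of hits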
PLAP inhibitors HTS = PLAP enzyme inhibitors, biochemical, luminescence, HTS (AID 690). purified PLAP, luminescent substrate; higher % means a stronger effect. one-dose inhibition, % at 20 µM; IC50 in µM for titrated hits. 0.08% of 96,000 active; in the data active = a potency from the dose series; inactive = the rest, 99 in 100 with inhibition below about 30%; also: strong numbers were not always called active
MRP resist rev = reverses drug resistance mediated by MRP | H69AR cells + 2 uM doxorubicin, CellTiter-Glo, 72 h | differential viability (reversal), % at 10 µM | 0.04% of 85,000 active | AID 602;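 active = viability drop by adding the cancer drug above about 55%, with treated viability meeting a 40% cutoff, limit read from the data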;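 also: viability without doxorubicin minus viability with 2 µM doxorubicin for each compound; larger differential means the compound sensitizes cells more to doxorubicin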
MRP resist rev cytotoxicity = recorded beside MRP resist rev, whose call it bears; viability, %; H69AR cells, CellTiter-Glo, 72 h; measured here: cytotoxicity without doxorubicin
MRP resist rev with doxorubicin = second read-out of MRP resist rev, no call of its own (marks repeat the call); viability, %; measured here: viability with 2 uM doxorubicin; stronger effect = lower value
NFkB transloc inh cell count 2 µM = recorded beside NFkB transloc inh, whose call it bears; cell count; measured here: cells passing quality filter;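 raw number of nuclei counted in each imaged well without normalization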
IL1B NFkB pot cell count 2 µM = also measured in IL1B NFkB pot; calls as there; cell count; measured here: cells passing quality filter
The depositor's hits bear a star; . = not tested or not shown.

SMILES	IL1B NFkB pot	IL1B NFkB pot cell count 2 µM	NFkB transloc inh	NFkB transloc inh cell count 2 µM	Bcl-B TR3 displacers	PLAP inhibitors HTS	MRP resist rev	MRP resist rev cytotoxicity	MRP resist rev with doxorubicin
C=CCOc1cccc(C2C(C(=O)c3ccco3)=C(O)C(=O)N2Cc2ccncc2)c1 (stereo unspecified)	4	166	-4	166	-11%	-8%	11	91	80
Cc1nn(-c2ccccc2)c(C)c1C(=O)OCC(=O)N1CC(=O)Nc2ccccc21	21	126	-21	126	4%	-20%	-4	83	87
COc1cc(/C=N/NC(=O)c2cccs2)ccc1OCc1ccccc1	-7	179	7	179	-9%	10%	4	62	57
Cc1cccc(C)c1NC(=O)CSc1nnc(C)n1-c1ccccc1	-4	185	4	185	.	.	7	90	83
Cc1cc(C)nc(SCC(=O)Nc2ccc(S(=O)(=O)N3CCCCC3)cc2)n1	-6	113	6	113	-6%	-108%	-14	65	79
C=CCNC(=O)CC(C)C(CCCCC)C(=O)O (stereo unspecified)	8	180	-8	180	2%	8%	-14	97	111
CCSc1nnc(NC(=O)Cc2ccc(OC)c(OC)c2)s1	-2	143	2	143	4%	-9%	-5	86	91
N#CC(c1ccc(F)cc1)c1ccc(C(=O)c2ccccc2)cc1 (stereo unspecified)	-2	166	2	166	-3%	59%	15	94	79
COc1cccc(OCCCCCCN2CCOCC2)c1	11	156	-11	156	13%	-66%	7	83	76
O=C(Nc1ccccc1N1CCOCC1)c1cnccn1	-4	120	4	120	12%	-6%	-2	76	78
O=C(CN(C(=O)CCC(=O)Nc1nccs1)c1ccc(F)cc1)NCc1ccco1	2	99	-2	99	-1%	-6%	5	89	85
COc1ccc2c(c1OC)C(=O)N(c1cccc(C(F)(F)F)c1)C2	-10	120	10	120	-2%	8%	19	101	83
Cc1ccc(SCc2cc(-c3ccc(Cl)cc3)no2)cc1	.	.	.	.	8%	0%	.	.	.
CN1CCN(c2ccccc2NC(=O)c2ccc(Br)o2)CC1	15	139	-15	139	-9%	-62%	16	80	64
Cc1ccccc1Cn1c(-c2cncs2)nc2ccccc21	-1	64	1	64	-9%	9%	-6	69	75
O=[N+]([O-])c1nn(-c2ccc3c(c2)OCCO3)n(O)c1=NCCCO	.	.	.	.	3%	18%	-23	69	93
Cc1cc2c(cc1C)NC(c1nc3ccccc3[nH]1)C1=C(CC(C)(C)CC1=O)N2 (stereo unspecified)	-2	165	2	165	-4%	-14%	11	91	80
CCCCNc1nc2c(c(=O)[nH]c(=O)n2C)n1CCOc1ccccc1	3	99	-3	99	2%	5%	-16	83	99
N#Cc1c(N)sc2c1CCN(C(=O)OCc1ccccc1)C2	-6	107	6	107	-23%	-20%	-21	70	91
CCOC(=O)c1c(C)[nH]c(C)c1C(=O)COC(=O)CNC(=O)c1ccc(OCC)cc1	24	118	-24	118	-8%	26%	-3	88	91
CCN(CC)Cc1c(C(=O)OC(C)C)nnn1-c1nonc1N	-9	78	10	78	-7%	-12%	19	87	68
CCOC(=O)C1=C(C)NC(=O)NC1c1c(C)nn(-c2ccccc2)c1Cl (stereo unspecified)	.	.	.	.	-19%	-10%	-3	81	84
Cc1cc(C)cc(OCC(=O)Nc2cccc(-c3nnc(-c4ccco4)o3)c2)c1	-2	145	2	145	-4%	-9%	2	80	79
CCN(CC)S(=O)(=O)c1cccc(C(=O)OCC(=O)C23CC4CC(CC(C4)C2)C3)c1	-5	94	5	94	-5%	11%	-12	87	99
CCCC1CCC(C2=N/C(=C\c3ccc(OC)c(OC)c3)C(=O)O2)CC1 (stereo unspecified)	-5	187	5	187	-8%	-58%	-3	91	94

Part of the list above in order of count of non-hydrogen atoms, largest number first:
SMILES	IL1B NFkB pot	IL1B NFkB pot cell count 2 µM	NFkB transloc inh	NFkB transloc inh cell count 2 µM	Bcl-B TR3 displacers	PLAP inhibitors HTS	MRP resist rev	MRP resist rev cytotoxicity	MRP resist rev with doxorubicin
C=CCOc1cccc(C2C(C(=O)c3ccco3)=C(O)C(=O)N2Cc2ccncc2)c1 (stereo unspecified)	4	166	-4	166	-11%	-8%	11	91	80
CCN(CC)S(=O)(=O)c1cccc(C(=O)OCC(=O)C23CC4CC(CC(C4)C2)C3)c1	-5	94	5	94	-5%	11%	-12	87	99
Cc1cc2c(cc1C)NC(c1nc3ccccc3[nH]1)C1=C(CC(C)(C)CC1=O)N2 (stereo unspecified)	-2	165	2	165	-4%	-14%	11	91	80
Cc1cc(C)nc(SCC(=O)Nc2ccc(S(=O)(=O)N3CCCCC3)cc2)n1	-6	113	6	113	-6%	-108%	-14	65	79
CCCCNc1nc2c(c(=O)[nH]c(=O)n2C)n1CCOc1ccccc1	3	99	-3	99	2%	5%	-16	83	99
Cc1cccc(C)c1NC(=O)CSc1nnc(C)n1-c1ccccc1	-4	185	4	185	.	.	7	90	83
O=[N+]([O-])c1nn(-c2ccc3c(c2)OCCO3)n(O)c1=NCCCO	.	.	.	.	3%	18%	-23	69	93
CCN(CC)Cc1c(C(=O)OC(C)C)nnn1-c1nonc1N	-9	78	10	78	-7%	-12%	19	87	68
CN1CCN(c2ccccc2NC(=O)c2ccc(Br)o2)CC1	15	139	-15	139	-9%	-62%	16	80	64
COc1cccc(OCCCCCCN2CCOCC2)c1	11	156	-11	156	13%	-66%	7	83	76
C=CCNC(=O)CC(C)C(CCCCC)C(=O)O (stereo unspecified)	8	180	-8	180	2%	8%	-14	97	111

(more compounds)
SMILES	IL1B NFkB pot	IL1B NFkB pot cell count 2 µM	NFkB transloc inh	NFkB transloc inh cell count 2 µM	Bcl-B TR3 displacers	PLAP inhibitors HTS	MRP resist rev	MRP resist rev cytotoxicity	MRP resist rev with doxorubicin
CCc1ccc(OCCNC(=O)c2ccc(S(=O)(=O)N(C)C)cc2)cc1	20	66	-20	66	-7%	-6%	12	91	80
COc1ccc(N2CCN(Cc3cc(=O)oc4ccc5ccccc5c34)CC2)cc1	15	52	-15	52	-9%	-40%	8	72	64
Cc1ccc2oc(-c3cccc(NC(=S)NC(=O)/C=C/c4ccco4)c3)nc2c1	13	171	-13	171	-69%	0%	.	.	.
COc1ccc(C(=O)c2ccc(OC)c3cccc(O)c23)cc1OC	11	168	-11	168	18%	-30%	-10	74	83
CNc1nc(C)c(C(=O)c2ccc(Cl)cc2)s1	8	146	-8	146	7%	11%	.	.	.
Cc1cccc(NC(=O)C2CCN(S(=O)(=O)c3cccc4cccnc34)CC2)n1	24	79	-24	79	-3%	-47%	9	76	67
O=C(NCc1ccccc1)c1cc(-c2ccco2)on1	-11	93	11	93	-8%	-10%	18	92	74
COc1ccc(CNC(=O)CSc2nc(-c3ccccc3)cc(-c3cccs3)c2C#N)cc1	7	176	-7	176	-20%	24%	9	78	70
CC(C)(C)C(=O)N1CCN(c2c(Cl)cccc2[N+](=O)[O-])CC1	20	138	-20	138	-2%	15%	.	.	.
Cc1ccccc1N(CC(=O)NCC1CCCO1)C(=O)C1(C)CC(=O)N=C2C=CC=CN21 (stereo unspecified)	15	162	-15	162	-6%	-3%	-6	96	102
COc1ccc(OC)c(N2C(=O)CC(C(C)c3ccccc3)C2=O)c1 (stereo unspecified)	4	107	-4	107	-16%	-18%	-2	91	93
CSc1ccccc1NC(=O)c1cnc2scc(C)n2c1=O	.	.	.	.	-1%	-22%	-7	83	90
CCOC(=O)CSc1nc2ccccc2n1CC(=O)N(C(C)C)C(C)C	13	208	-13	208	8%	0%	10	98	88
Cc1ccc(-c2noc(CCC(=O)N3CCCc4ccccc43)n2)cc1	-1	131	1	131	2%	-61%	-11	42	52
CCN(CC)S(=O)(=O)c1cccc(-c2nnc(-c3ccc(C)cc3)o2)c1	-6	39	6	39	6%	20%	-12	70	82
CC(Sc1nc(-c2ccccc2)cc(C(F)(F)F)n1)C(=O)Nc1sc2c(c1C#N)CCC2 (stereo unspecified)	1	123	-1	123	-3%	-6%	.	.	.
Cc1ccc(Nc2nc(N)nc(CSc3nc4ccccc4s3)n2)cc1	8	132	-8	132	3%	-44%	.	.	.
CCOc1ccc(-c2nnc(N(CC)C(=O)C3CCC3)s2)cc1	0	155	0	155	-8%	20%	-1	66	68
O=C(OCc1cc(-c2ccccc2)no1)c1ccc2ccccc2n1	23	139	-23	139	-12%	4%	0	94	94
S=C(NC1CCCCC1)c1ccc2c(c1)OCO2	-11	165	11	165	-2%	11%	-16	88	104
O=C(NCc1cccs1)C1CCCN(S(=O)(=O)c2ccc3c(c2)OCO3)C1 (stereo unspecified)	-4	86	4	86	3%	2%	-13	60	74
COc1ccc(C2CC2/C(=N/OC(=O)c2cccs2)c2ccccc2)cc1 (stereo unspecified)	5	59	-1	165	-9%	4%	6	83	78
COc1ccc(C(=O)COc2ccccc2N2C(=O)C3C4C=CC(C4)C3C2=O)cc1 (stereo unspecified)	-3	192	3	192	2%	32%	6	91	85
COc1ccc(N2CCN(Cc3nc4ccsc4c(=O)[nH]3)CC2)cc1	-5	193	5	193	11%	-12%	.	.	.
COC(=O)CSc1nnc(CNc2ccc(F)cc2)o1	0	136	0	136	7%	13%	-2	99	101
SMILES	IL1B NFkB pot	IL1B NFkB pot cell count 2 µM	NFkB transloc inh	NFkB transloc inh cell count 2 µM	Bcl-B TR3 displacers	PLAP inhibitors HTS	MRP resist rev	MRP resist rev cytotoxicity	MRP resist rev with doxorubicin
CCN(CC)S(=O)(=O)c1cc([N+](=O)[O-])ccc1NNC(=O)Nc1ccc(Cl)c(Cl)c1	-22	213	22	213	1%	-23%	1	3	2
c1csc(-c2csc3ncnc(NCCCN4CCOCC4)c23)c1	7	187	-7	187	-2%	-41%	8	81	72
CCN(CC)C(=O)CSc1nnc([C@@H](NC(=O)OC(C)(C)C)C(C)C)o1	-3	175	3	175	1%	-43%	3	97	94
CCn1c(=O)c2cc(C(=O)N3CCN(C)CC3)sc2c2ccccc21	20	62	-20	62	-4%	-13%	6	95	89
Cn1cnnc1SCC(=O)Nc1ccccc1	-3	162	3	162	.	.	0	101	101
COc1ccc(OC)c(NC(=O)C2C3CC4OC(=O)C2C4C3)c1 (stereo unspecified)	-11	48	12	48	.	.	14	96	82
CC(CN1CCOCC1)OC(=O)c1cccs1 (stereo unspecified)	14	111	-14	111	5%	8%	11	92	81
OCC#CCSc1nnc(-c2ccc(Br)cc2)o1	20	93	-18	93	-5%	0%	-6	71	76
Nc1nc2c(s1)C(=O)CC(c1ccccc1)C2 (stereo unspecified)	-1	202	1	202	-9%	-11%	6	102	96
Cc1nnc(Sc2c(N)n(C)c(=O)[nH]c2=O)s1	-1	188	1	188	-4%	2%	.	.	.
Cc1ccc(CNC(=O)CCNC(=O)Cn2ccc3ccccc3c2=O)o1	8	151	-8	151	-9%	3%	-9	95	104
O=C(Nc1ccc2ccccc2c1)c1cccnc1	8	139	-8	139	-2%	17%	8	91	83
Cc1[nH]n(-c2cccc3ccccc23)c(=O)c1/C=N/c1sc2c(c1C#N)CCC2	18	153	-18	153	-3%	-31%	.	.	.
CCOC(=O)Cc1nnc2c(Nc3ccc(Cl)cc3)nc3nonc3n12	-5	115	5	115	0%	6%	-4	14	18
O=C(NCc1ccncc1)c1c(F)c(F)c(F)c(F)c1F	0	162	0	162	-7%	3%	11	93	82
O=C(Nc1cccc(Cl)c1Cl)c1snnc1-c1ccccc1	.	.	.	.	-2%	-10%	.	.	.
COc1ccc(S(=O)(=O)N2CCC(NC(=O)OCc3c(Cl)cccc3Cl)CC2)cc1	-7	128	7	128	-2%	13%	.	.	.

2 records drawn at random from those above:
SMILES	IL1B NFkB pot	IL1B NFkB pot cell count 2 µM	NFkB transloc inh	NFkB transloc inh cell count 2 µM	Bcl-B TR3 displacers	PLAP inhibitors HTS	MRP resist rev	MRP resist rev cytotoxicity	MRP resist rev with doxorubicin
CC(CN1CCOCC1)OC(=O)c1cccs1 (stereo unspecified)	14	111	-14	111	5%	8%	11	92	81
Cc1ccc(CNC(=O)CCNC(=O)Cn2ccc3ccccc3c2=O)o1	8	151	-8	151	-9%	3%	-9	95	104

High-throughput results from PubChem.

An excerpt, so the mix of outcomes need not match the whole.
